GalR3 antagonist = human GalR3 antagonism | O60755 | HEK293 GalR3-CNG cAMP membrane potential fluorescence; galR3 body fused to GalR1 C-terminus | inhibition, % at 3 µM | hit rate 0.44% among 360,000 | AID 651719;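 active = inhibition above the screen-wide average plus 3 SD, cut at about 13% in these data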;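 also: forskolin and galanin both at EC90 stimulate the cells; cAMP rise reported by CNG channel membrane potential dye signal; 0% = forskolin plus galanin with DMSO and 100% = forskolin alone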
IDE cell inh = inhibitors of human insulin-degrading enzyme in cells | hit rate 0.41% among 320,000 | AID 434962 | P14735 | inhibition, % at 5.59 µM | HEK cells, FAbetaB cleavage, fluorescence polarization;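 active = percent inhibition above the average of all tested compounds plus 3 SD, set per screening campaign, cut at about 16% in these data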;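 also: IDE supplied by intact live HEK cells; FP after avidin binding of uncleaved biotin substrate so inhibition keeps polarization high; 0% = DMSO wells and 100% = 60 µM reference IDE inhibitor Ii1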
Target sequence (P14735 whole entry, looked up): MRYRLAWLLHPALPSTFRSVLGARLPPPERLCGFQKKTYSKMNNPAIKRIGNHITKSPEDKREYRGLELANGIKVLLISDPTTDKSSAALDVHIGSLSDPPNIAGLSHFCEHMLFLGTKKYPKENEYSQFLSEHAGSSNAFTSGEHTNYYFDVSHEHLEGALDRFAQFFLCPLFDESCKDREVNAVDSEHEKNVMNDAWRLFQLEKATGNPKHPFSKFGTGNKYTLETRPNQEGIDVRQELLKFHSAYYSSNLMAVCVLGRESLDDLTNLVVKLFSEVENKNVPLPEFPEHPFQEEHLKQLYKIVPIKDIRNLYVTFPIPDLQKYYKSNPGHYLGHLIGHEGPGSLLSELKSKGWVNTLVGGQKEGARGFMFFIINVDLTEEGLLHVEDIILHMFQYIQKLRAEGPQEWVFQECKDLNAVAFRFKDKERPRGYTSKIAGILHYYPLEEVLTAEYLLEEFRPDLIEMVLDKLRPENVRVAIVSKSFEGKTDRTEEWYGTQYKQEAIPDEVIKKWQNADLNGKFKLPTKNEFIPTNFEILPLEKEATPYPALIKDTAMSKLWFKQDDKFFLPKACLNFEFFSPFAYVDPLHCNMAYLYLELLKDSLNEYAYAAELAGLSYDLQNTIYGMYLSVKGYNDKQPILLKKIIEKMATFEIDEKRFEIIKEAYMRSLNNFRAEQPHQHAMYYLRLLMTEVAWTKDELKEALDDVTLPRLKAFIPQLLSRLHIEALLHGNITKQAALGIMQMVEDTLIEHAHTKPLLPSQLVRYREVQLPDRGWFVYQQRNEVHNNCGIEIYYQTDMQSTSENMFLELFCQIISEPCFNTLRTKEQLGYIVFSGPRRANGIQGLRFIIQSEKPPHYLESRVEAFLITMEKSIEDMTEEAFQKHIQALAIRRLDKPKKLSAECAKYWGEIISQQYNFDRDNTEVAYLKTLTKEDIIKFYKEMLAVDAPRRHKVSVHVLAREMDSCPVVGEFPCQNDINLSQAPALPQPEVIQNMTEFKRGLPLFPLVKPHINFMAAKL
IDE cell activ = boosts human insulin-degrading enzyme activity in HEK cells; FAbeta-B cleavage, fluorescence polarization; 0% vehicle, 100% cell-free pure enzyme wells; hit rate 0.073% among 340,000; activation, % at 5.96 µM; P14735; AID 493087;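 active = activation above the mean of all tested compounds plus 3 SD, set per screening campaign, cut at about 17% in these data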
IMP-1 inh = inhibitors of Pseudomonas aeruginosa IMP-1 metallo-beta-lactamase | inhibition, % at 5.6 µM | AID 1556 | purified IMP-1, nitrocefin hydrolysis, epi-absorbance fluorescence | hit rate 0.45% among 290,000;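 active = inhibition above the mean plus 3 SD of all compounds in the same screening run, cut at about 4.5% in these data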;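 also: 0% = IMP-1 with DMSO and 100% = DMSO wells lacking enzyme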
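Material – recombinant IMP-1 enzyme, purified · Amount – IMP-1 0.2 nM before substrate addition · Medium – HEPES buffer pH 7.1 with ZnSO4 and Brij 35 · Timing – 25 °C, 15 min preincubation, 25 min reaction · Measured by – plate fluorescence quenching by hydrolysis product, ex 480/em 530 nm · Read-out – percent enzyme inhibition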
NS3 helicase inh = inhibitors of Hepatitis C virus NS3 helicase; NS3 helicase DNA unwinding, Cy5 molecular beacon fluorescence; inhibition, % at 10.9 µM; hit rate 0.56% among 290,000;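 active = inhibition above the mean of all tested compounds plus 3 SD, set per campaign, cut at about 35% in these data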;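 also: 0% = DMSO wells and 100% = thioflavine S control wells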
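Test system: hepatitis C virus NS3 helicase domain fragment enzyme. Also added: annealed dual-labelled DNA beacon duplex, ATP-started. Timing: 60 min unwinding reaction at 25 °C after ATP addition. Technique: Cy5 fluorescence. Measure: % inhibition of unwinding.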
CRFR2-BP antag = blocks CRF-induced signaling of the CRF-BP/CRF-R2 complex | HEK293 CRF-R2/CRF-BP, CRF-induced calcium fluorescence | hit rate 0.59% among 350,000 | inhibition, % at 11.8 µM;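 active = inhibition of the ligand-induced calcium signal above about 50% at the single tested concentration, limit read from the data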
UBC9 SUMO inh = blocks human SUMOylation mediated by UBC9; HTRF SUMOylation assay, SAE1/SAE2 + UBC9, in vitro; hit rate 0.36% among 290,000; inhibition, % at 35 µM; P63279; in the data active = inhibition above about 50%, passing the limit was not always enough; also: strong numbers were not always called active
pCIP destab = compounds decreasing mouse p/CIP protein stability; decrease of EGFP signal, % at 10 µM; hit rate 0.01% among 290,000; F442A p/CIP-EGFP cells, EGFP fluorescence, 16 h;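 active = EGFP signal decrease of at least 30% at 10 µM or well 3 SD below plate mean, unless failing retest; inactive = the rest, including hits failing retest or dose response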; also: some compounds called inactive have numbers as strong as hits; many of its hits are not listed in these tables
VIM-2 inh = inhibitors of Pseudomonas aeruginosa VIM-2 metallo-beta-lactamase; purified VIM-2, nitrocefin hydrolysis, epi-absorbance fluorescence; inhibition, % at 5.6 µM; hit rate 0.89% among 290,000;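 active = inhibition above the mean of all tested compounds plus 3 SD, cutoff set per screening run, cut at about 7.5% in these data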;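 also: red hydrolysis product quenches plate fluorescence so inhibitors raise well fluorescence; 0% = enzyme with DMSO and 100% = DMSO without enzyme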
Active calls of the source: *; . = not tested or not shown.

(1) CCOc1cc(C#N)c(NC(=O)c2cccnc2Cl)cc1OCC
(2) O=C(NNC(=O)c1ccc2c(c1)OCO2)NC12CC3CC(CC(C3)C1)C2
(3) CSc1ccc(C(c2c(C(=O)O)[nH]c3ccccc23)c2c(C(=O)O)[nH]c3ccccc23)cc1
(4) Cc1cc(NC(=O)C(C)Oc2ccccc2)no1 (centres undefined)
(5) COc1ccc(/C(C)=N/NS(=O)(=O)c2ccccc2)c(OC)c1
(6) NC(=O)C1CCCN(CC(=O)Nc2ccccc2C(=O)NC2CC2)C1 (centres undefined)
(7) CC(=O)c1c(C)[nH]c(C(=O)Nc2cccc(C)c2C)c1C
(8) C=CCNc1nc2c(c(=O)[nH]c(=O)n2C)n1CCCc1ccccc1
entry no.,1,2,3,4,5,6,7,8
GalR3 antagonist,1,-4,-11,-9,-2,-4,-11,-1
IDE cell inh,-2,4,-6,9,0,-2,-2,-4
IDE cell activ,0,3,0,6,4,3,3,3
IMP-1 inh,-3.3,-3.7,-3.4,-0.1,-1.3,.,-3.8,-3.0
NS3 helicase inh,5,0,6,15,-3,.,2,-4
CRFR2-BP antag,11,10,13,-2,11,23,10,1
UBC9 SUMO inh,3,15,33,-6,20,.,13,-2
pCIP destab,-6,-7,-1,-9,-4,.,-9,-9
VIM-2 inh,-2.5,-1.6,1.5,-2.1,0.6,.,-0.4,-0.2

(9) CCCCNC(=O)C1CCCN(S(=O)(=O)c2ccc(S(=O)(=O)NCC(C)C)cc2)C1 (centres undefined)
(10) CCOc1ccccc1NC(=O)Cc1ccccc1OC
(11) CCN(CC(=O)Nc1cccc(S(N)(=O)=O)c1)Cc1nc2ccccc2c(=O)[nH]1
(12) CCCc1nn(C)c2c(=O)[nH]c(-c3ccccc3OCC)nc12
(13) Oc1c(Br)cc(Br)cc1CNc1ccc(F)cc1
(14) CCOC(=O)Cc1csc(NC(=O)CSc2nc(C)cc(=O)[nH]2)n1
(15) NC(=O)c1cccnc1Nc1ccccc1F
(16) O=C(Cn1ncc2c(=O)oc3ccccc3c21)NC1CC1
entry no.,9,10,11,12,13,14,15,16
GalR3 antagonist,-2,-1,7,3,-7,-1,-6,-3
IDE cell inh,7,0,-3,-3,-4,2,-4,4
IDE cell activ,3,6,7,4,0,4,5,6
IMP-1 inh,-1.6,1.9,-2.9,-3.2,-2.3,-2.1,-2.9,-5.4
NS3 helicase inh,-2,-9,2,-8,7,-5,-1,-5
CRFR2-BP antag,-5,-7,-5,8,-8,25,6,11
UBC9 SUMO inh,4,7,24,-12,26,-1,12,20
pCIP destab,10,-14,0,-16,0,0,5,0
VIM-2 inh,-5.3,-0.2,-2.4,-2.1,-1.4,-2.6,-2.5,-1.7

(17) COc1ccc(N2CCN(C(=O)c3oc4ccccc4c3NC(=O)CCc3cc(OC)no3)CC2)cc1
(18) COc1cc(NC(=S)Nc2cccc(C)n2)cc(OC)c1OC
(19) NC(=O)CC(NC(=O)Cc1cccc2ccccc12)c1ccc(N2CCCCCC2)c([N+](=O)[O-])c1 (centres undefined)
(20) CC(C)OC(=O)c1ccc(COC(=O)c2cccc(-c3nnc(-c4ccccc4)o3)c2)cc1
(21) COc1ccc(CNc2nc(NC(C)=O)nn2-c2ccccc2)cc1
(22) O=C(COC(=O)Cc1c(F)cccc1Cl)NC1CCS(=O)(=O)C1 (centres undefined)
(23) O=C(NCc1ccccc1)C(c1ccncc1)N(C(=O)c1csnn1)c1ccccc1F (centres undefined)
(24) COCCn1c(SCC(=O)c2ccccc2)nc2c(c1=O)SCC2
entry no.,17,18,19,20,21,22,23,24
GalR3 antagonist,-2,-2,-6,0,-2,9,-6,2
IDE cell inh,2,-4,4,-3,-2,5,1,4
IDE cell activ,4,3,2,11,6,-2,-2,2
IMP-1 inh,-1.4,-1.5,-2.3,-3.1,-3.6,.,-4.3,-2.0
NS3 helicase inh,-17,-12,-21,-1,13,.,9,-2
CRFR2-BP antag,5,3,-9,-78,7,-4,-2,9
UBC9 SUMO inh,-7,6,18,-15,4,.,7,5
pCIP destab,-5,11,-3,-5,-16,.,9,13
VIM-2 inh,-3.5,0.8,-0.8,-0.2,-1.6,.,-5.3,-3.2

In another format: entries from further up.
No. | molecule | GalR3 antagonist | IDE cell inh | IDE cell activ | IMP-1 inh | NS3 helicase inh | CRFR2-BP antag | UBC9 SUMO inh | pCIP destab | VIM-2 inh
18 | COc1cc(NC(=S)Nc2cccc(C)n2)cc(OC)c1OC | -2 | -4 | 3 | -1.5 | -12 | 3 | 6 | 11 | 0.8
19 | NC(=O)CC(NC(=O)Cc1cccc2ccccc12)c1ccc(N2CCCCCC2)c([N+](=O)[O-])c1 (centres undefined) | -6 | 4 | 2 | -2.3 | -21 | -9 | 18 | -3 | -0.8
20 | CC(C)OC(=O)c1ccc(COC(=O)c2cccc(-c3nnc(-c4ccccc4)o3)c2)cc1 | 0 | -3 | 11 | -3.1 | -1 | -78 | -15 | -5 | -0.2

(cont.)
(25) O=C(N/N=C/c1ccc([N+](=O)[O-])s1)c1ccccc1Br
(26) COc1ccc(N2CCN(C(=O)Cc3coc4cc(C)ccc34)CC2)cc1
(27) Cc1ccc(C)c(S(=O)(=O)N=Nc2c(O)[nH]c3ccccc23)c1
(28) CN(C(=O)COc1ccc(Cl)cc1)c1nnc(C23CC4CC(CC(C4)C2)C3)s1
(29) O=C(c1cc(COc2ccc(F)cc2Cl)on1)N1CC2C[C@@H]3CC1C[C@H](C2)C3
(30) CC1=CC(C)(C)N(C(=O)C(C)N2C(=O)c3ccccc3C2=O)c2ccc(C)cc21 (centres undefined)
(31) O=C(N/C(=C/c1cccs1)C(=O)N1CCOCC1)c1cccs1
(32) CCn1c(SCC(=O)Nc2ccc(F)cc2F)nc2c(c1=O)SCC2
entry no.,25,26,27,28,29,30,31,32
GalR3 antagonist,-4,-2,-5,.,2,-3,-2,0
IDE cell inh,1,2,10,.,-2,4,1,3
IDE cell activ,1,3,-2,.,3,1,4,-1
IMP-1 inh,-3.1,-1.4,0.2,-2.0,-0.1,-4.3,-1.5,1.4
NS3 helicase inh,11,9,19,-5,-6,1,-3,4
CRFR2-BP antag,-3,-3,10,.,-13,14,13,7
UBC9 SUMO inh,17,5,18,0,.,13,17,10
pCIP destab,-9,0,7,-6,-17,4,3,-9
VIM-2 inh,-5.3,1.1,-1.2,-0.9,0.1,-2.7,-2.2,-0.7

(33) CCC(=O)N/N=C(\C)CC(=O)Nc1ccc2ccccc2c1
(34) O=C(COc1ccc(F)cc1Cl)Nc1ccccc1C(=O)N1CCCCC1
(35) O=[N+]([O-])c1ccc2c(c1Nc1ccccc1)=NC1(CCCCC1)N=2
(36) CS(=O)(=O)N1CCN(c2ccc(NC(=S)NC(=O)c3ccccc3[N+](=O)[O-])cc2)CC1
(37) Cc1ccc(S(=O)(=O)N2CC3(C)CN(S(=O)(=O)c4ccc(C)cc4)CC(C)(C2)C3O)cc1 (centres undefined)
(38) O=C(/C=C/c1ccco1)NCCCN1CCOCC1
(39) Cc1ccc(C)c(N2CCN(CCCc3ccccc3)CC2)c1
(40) CC1CCCC(C)N1C(=O)CSc1nnc(-c2cccs2)o1 (centres undefined)
entry no.,33,34,35,36,37,38,39,40
GalR3 antagonist,-1,1,-2,-3,4,-4,-10,-1
IDE cell inh,-2,-1,1,0,2,1,.,4
IDE cell activ,9,6,6,1,-1,3,2,-1
IMP-1 inh,-4.3,.,-3.8,-2.2,-3.3,0.0,-2.5,-1.9
NS3 helicase inh,-6,.,1,16,11,-5,-30,3
CRFR2-BP antag,12,0,11,-20,-1,10,-7,-2
UBC9 SUMO inh,-32,.,3,6,-3,23,-15,12
pCIP destab,5,.,0,4,9,-19,4,5
VIM-2 inh,-3.9,.,0.2,-2.5,-6.5,-4.0,-1.9,-1.7

(41) CSc1ccccc1OCc1cc(C(=O)NCCc2ccco2)no1
(42) COc1ccc(/C=C/C(=O)OCC(=O)Nc2ccc(N3CCOCC3)cc2)cc1OC
(43) Cc1ccccc1N(CC(=O)N/N=C/c1cc(C)n(-c2ccccc2C)c1C)S(C)(=O)=O
(44) CCCN1CCc2c(sc(NC(=O)c3ccc(S(=O)(=O)N4CCN(C(=O)OCC)CC4)cc3)c2C(N)=O)C1
(45) COC(=O)c1ccc(COc2ccc(/C=N/N3CCN(C)CC3)cc2)cc1
(46) CCOC(=O)COc1nc(Nc2ccccc2C)nc(N(C)C)n1
(47) CC(NC(=O)CN1C(=O)NC2(CCCCCCC2)C1=O)c1ccccc1 (centres undefined)
(48) CCOC(=O)C1=C(C)NC(=O)CC1c1cc2c(cc1[N+](=O)[O-])OCO2 (centres undefined)
entry no.,41,42,43,44,45,46,47,48
GalR3 antagonist,-1,3,7,1,-8,-8,2,-7
IDE cell inh,0,-3,2,11,-2,1,3,1
IDE cell activ,2,-1,5,-8,-5,1,3,3
IMP-1 inh,-3.3,-4.0,-1.0,1.6,1.4,-3.2,.,-5.8
NS3 helicase inh,11,14,-8,-59,-10,4,.,1
CRFR2-BP antag,15,-2,2,-72,15,0,-9,-31
UBC9 SUMO inh,-4,13,-12,1,10,8,.,59
pCIP destab,-7,-16,3,-71,-1,-7,.,-20
VIM-2 inh,-1.8,-2.3,-4.2,2.4,0.5,-2.6,.,2.2

(49) COc1ccc(C)cc1NC(=O)c1ccc(CN2CCN(c3ccccc3)CC2)cc1
(50) CC(C)(C)N(Cc1ccccc1)C(=O)COC(=O)CN1C(=O)C2CC=CCC2C1=O (centres undefined)
(51) CCOc1ccc(C(=O)Nc2nnn(CC)n2)cc1
(52) Cc1noc(/C=C/N(C)C)c1S(=O)(=O)N(C)CC(=O)NC1CCCCC1
(53) c1ccc2oc(-c3ccc(Nc4nc(N5CCCCC5)nc(N5CCOCC5)n4)cc3)nc2c1
(54) COC(=O)c1ccc(/C=N/Nc2nc(-c3ccccc3)cs2)cc1
(55) CC(c1ccccc1)N1CCc2[nH]c(=S)[nH]c(=O)c2C1 (centres undefined)
(56) CCN(CC)S(=O)(=O)c1cccc(NC(=O)c2cc(=O)[nH]c3ccccc23)c1
(57) COc1ccccc1NC(=O)c1cc2cc(Br)ccc2oc1=N
(58) CC1=CC(C)(C)Nc2ccc(OC(=O)CN3C(=O)C4CCCCC4C3=O)cc21 (centres undefined)
(59) CCCCc1ccc(NC(=O)N[C@@H](CC(C)C)C(=O)O)cc1
entry no.,49,50,51,52,53,54,55,56,57,58,59
GalR3 antagonist,-2,-3,-2,1,.,-10,1,-3,-11,1,-2
IDE cell inh,-1,6,-2,0,1,0,5,3,.,24*,10
IDE cell activ,2,1,4,4,.,2,3,5,3,-1,4
IMP-1 inh,-2.8,-3.7,-4.9,-0.5,0.5,-3.4,-0.9,-3.5,-1.0,-4.9,-2.6
NS3 helicase inh,-26,-4,7,8,-1,6,8,8,-18,18,21
CRFR2-BP antag,12,-4,-10,21,.,15,1,-4,11,1,-2
UBC9 SUMO inh,5,0,27,5,25,12,12,0,14,11,4
pCIP destab,-9,-1,-1,10,-1,-11,2,-4,-3,-27,-8
VIM-2 inh,-3.0,-1.8,-3.1,1.2,-0.8,-3.4,-2.6,-2.6,-2.1,-3.8,-2.1
